Source: PubChem
LYPLA1 inh: LYPLA1 inhibitors, primary screen, counter-screen for PME1 inhibitor project, biochemical, fluorescence polarization, FP-Rh probe ABPP. Acyl-protein thioesterase 1 (Homo sapiens), O75608. recombinant LYPLA1. inhibition, % at 5.9 µM. hit rate 0.16% among 320,000. AID 2174, 2009;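 active = inhibition above the mean of all tested compounds plus 3 SD, set per campaign, cut at about 14% in these data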;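 also: inhibitors block serine hydrolase probe labeling of LYPLA1 so polarization falls; 0% = enzyme with DMSO and 100% = wells lacking LYPLA1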
LYPLA2 inh: LYPLA2 inhibitors, primary screen, counter-screen for PME1 inhibitor project, biochemical, fluorescence polarization, FP-Rh probe ABPP. Acyl-protein thioesterase 2 (Homo sapiens), O95372. recombinant LYPLA2. inhibition, % at 5.9 µM. hit rate 0.38% among 320,000;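 active = inhibition above the screen-wide mean plus 3 SD, limit set per campaign, cut at about 26% in these data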;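 also: 0% = LYPLA2 with DMSO and 100% = wells lacking LYPLA2 enzyme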
Target sequence (O95372 whole entry, looked up): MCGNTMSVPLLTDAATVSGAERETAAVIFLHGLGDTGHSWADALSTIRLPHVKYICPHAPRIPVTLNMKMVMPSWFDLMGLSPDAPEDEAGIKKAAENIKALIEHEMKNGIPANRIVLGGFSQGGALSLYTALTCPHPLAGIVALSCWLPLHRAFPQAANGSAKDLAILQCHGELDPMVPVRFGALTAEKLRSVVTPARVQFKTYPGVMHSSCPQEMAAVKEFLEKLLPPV
PAD4 FP inh: human PAD4 inhibitors, primary screen, biochemical, fluorescence polarization, 1536-well format | inhibition, % at 6.36 µM | recombinant PAD4, RCA probe fluorescence polarization | hit rate 0.41% among 330,000 | AID 485272, 2010 | Protein-arginine deiminase type-4 (Homo sapiens), Q9UM07;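 active = percent inhibition above a cutoff equal to the mean of all tested compounds plus 3 SD, cut at about 15% in these data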;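 also: 0% = PAD4 with RCA probe and DMSO and 100% = probe without PAD4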
ZTA counter: ZTA (EBV) inhibition in EBNA-1 counter-screen | ZTA-DNA binding, fluorescence polarization | inhibition, % at 11 µM | hit rate 0.15% among 320,000; in the data active = inhibition above about 33%
Target sequence (P03206 whole entry, looked up): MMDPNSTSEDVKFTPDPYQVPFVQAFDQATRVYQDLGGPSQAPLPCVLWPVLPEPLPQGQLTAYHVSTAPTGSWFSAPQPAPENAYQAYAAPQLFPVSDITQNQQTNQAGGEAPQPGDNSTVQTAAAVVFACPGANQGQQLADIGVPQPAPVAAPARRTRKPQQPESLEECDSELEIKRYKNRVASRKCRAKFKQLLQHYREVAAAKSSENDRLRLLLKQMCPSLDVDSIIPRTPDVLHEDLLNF
EBNA-1 inh: EBNA-1 DNA-binding inhibitors, primary screen, biochemical, fluorescence polarization | inhibition, % at 14.8 µM | hit rate 0.34% among 300,000 | AID 1950, 2009; in the data active = inhibition above about 28%
PAFAH2 inh: PAFAH2 enzyme inhibitors, primary screen, biochemical, fluorescence polarization, human; recombinant PAFAH2, FP-rhodamine activity probe; inhibition, % at 3.39 µM; hit rate 0.99% among 340,000;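 active = inhibition above the mean over all tested compounds plus 3 SD, cut at about 30% in these data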;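 also: inhibitors block probe labeling of enzyme so polarization drops; 0% = enzyme with DMSO and 100% = wells lacking PAFAH2 protein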
PREPL inh: PREPL enzyme inhibitors, primary screen, biochemical, fluorescence polarization | hit rate 0.68% among 320,000 | inhibition, % at 5.96 µM | recombinant PREPL, fluorescence polarization activity-based probe | AID 2751, 2010; in the data active = inhibition above about 43%;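 also: 0% = enzyme with DMSO and 100% = wells lacking enzyme; many of its hits are not listed in these tables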
GSTO1 inh: inhibitors of recombinant GSTO1, primary screen, counter-screen for RBBP9 inhibitor project, biochemical, fluorescence polarization; Glutathione S-transferase omega-1 (Homo sapiens), P78417; AID 1974, 2009; activity-based probe fluorescence polarization; hit rate 1.1% among 300,000; inhibition, % at 5.96 µM;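 active = inhibition above the campaign mean inhibition plus 3 SD, cut at about 35% in these data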;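 also: 0% = GSTO1-1 with DMSO and 100% = wells lacking GSTO1-1 enzyme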
Target sequence (P78417 whole entry, looked up): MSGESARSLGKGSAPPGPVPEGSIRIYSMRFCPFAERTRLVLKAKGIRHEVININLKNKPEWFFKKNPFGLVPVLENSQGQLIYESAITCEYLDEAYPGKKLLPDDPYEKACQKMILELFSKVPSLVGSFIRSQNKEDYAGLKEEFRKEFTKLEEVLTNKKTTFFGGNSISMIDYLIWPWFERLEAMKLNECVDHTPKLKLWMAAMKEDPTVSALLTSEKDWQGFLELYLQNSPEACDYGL
PAFAH1B3 FP inh: PAFAH1B3 enzyme inhibitors, primary screen, biochemical, fluorescence polarization, human. Platelet-activating factor acetylhydrolase IB subunit alpha1 (Homo sapiens), Q15102. recombinant PAFAH1B3, FP-rhodamine probe. inhibition, % at 3.39 µM. hit rate 0.28% among 340,000;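 active = inhibition above the screen-wide average of all tested compounds plus 3 SD, cut at about 25% in these data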;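 also: 0% = enzyme with DMSO only and 100% = wells lacking PAFAH1B3 protein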
Target sequence (Q15102 whole entry, looked up): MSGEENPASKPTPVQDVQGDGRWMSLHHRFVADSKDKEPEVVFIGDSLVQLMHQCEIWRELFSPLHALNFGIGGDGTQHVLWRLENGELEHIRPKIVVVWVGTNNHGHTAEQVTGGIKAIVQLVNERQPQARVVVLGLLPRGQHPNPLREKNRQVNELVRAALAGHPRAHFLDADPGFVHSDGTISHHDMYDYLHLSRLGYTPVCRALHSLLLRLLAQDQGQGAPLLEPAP
* marks the source's active call; other numbers are inactive results; . = not tested or not shown; & = joins results of further samples.

Below each SMILES – EBNA-1 inh, LYPLA2 inh, PREPL inh, PAFAH2 inh, ZTA counter, GSTO1 inh, LYPLA1 inh, PAD4 FP inh, PAFAH1B3 FP inh
- CCOC(=O)c1[nH]c(C)c(C(=O)N2CCN(c3ccc(F)cc3)CC2)c1C
→ 0, 4, 8, -6, 3, 1, 0, 3, 4
- CCCCOc1ccc(CSC(=N)N)cc1Cl
→ -10, 1, -2, -1, 5, 3, 0, -1, 3
- O=C(Nc1cc(Sc2nc3ccccc3s2)cc([N+](=O)[O-])c1)c1cccc(F)c1F
→ -5, -25, -39, -20, -15, -18, -16, 3, -34
- O=C(CCN1C(=O)/C(=C\c2cccs2)SC1=S)Nc1ccc(C(=O)O)cc1
→ 18, 9, -16, 5, -1, 20, -3, -6, 4
- O=C(CSc1nnc(Cn2c(=O)sc3ccccc32)n1-c1ccccc1)NCC1CCCO1 (stereo not drawn)
→ -1, 2, -12, 5, 6, 2, 1, -1, 6
- O=C(OCc1nc(-c2ccccc2)oc1COC(=O)c1ccco1)c1ccco1
→ 16, 0, -4, 18, 11, 6, -4, 2, 2
- CC(=O)n1cc([C@@H]2C=C(C(=O)Nc3ccccc3)O[C@H](OCCCCO)C2)c2ccccc21
→ 7, -5, 1, -6, 0, -4, -5, -3, -3
- Clc1ccccc1-c1nc2ccccc2c2nc3ccccc3n12
→ 2, 2, 2, -1, -4, -3, 1, 0, 7
- CC(C)Oc1ccc(C(=O)NNC(=O)c2ccccc2C(=O)O)cc1
→ -2, 0, -1, -7, -2, 2, -3, -1, 5
- CCOc1ccc(CCNC(=O)CN2C(=O)NC3(CCCC3)C2=O)cc1OCC
→ -7, -7, 5, 0, 1, 5, 3, -8, 1
- CCN1C(=O)[C@H]2[C@@H](c3ccc(-c4ccccc4)cc3)N[C@@](C)(C(=O)OC)[C@H]2C1=O
→ 1, 0, 8, 2, 0, -1, -4, -6, 1
- N=c1c2c(ncn1CCN1CCOCC1)Oc1ccc3ccccc3c1C2c1ccccc1 (stereo not drawn)
→ -18, -5, 5, -3, -2, -1, -8, -3, 8
- OCCC1CN(Cc2cn[nH]c2C2CCCCC2)CCN1C1CCCC1 (stereo not drawn)
→ 3, 2, 4, 6, 27, 1, 0, 2, 15
- CC(C)c1ccccc1OCCNS(C)(=O)=O
→ -7, -4, 2, -4, 0, 5, -1, -2, 2
- COc1cc(NC(=O)c2cc(C)on2)cc(C(=O)Nc2cccc(C(F)(F)F)c2)c1
→ 1, -64, -8, -40, -11, -22, -43, 1, -24
- Brc1nc(-c2ccccc2)nc(-c2ccccc2)c1Br
→ 5, 3, -4, ., 8, 10, 1, 0, .
- CCOC(=O)c1ccc(NC(=O)Nc2ccccn2)cc1
→ 4, -5, -5, 5, 17, -2, -4, 2, 7
- O=C(Nc1ccc(S(=O)(=O)N2CCOCC2)cc1)c1ccc([N+](=O)[O-])cc1Cl
→ -10, 17, 16, 2, -9, 0, 7, 1, 3
- COc1cc(NC(=S)NCc2ccco2)c(OC)cc1Cl
→ -4, -5, 13, 9, -7, 1, -2, -1, 3
- COc1ccc2[nH]c(=O)c(CN(Cc3cccs3)S(=O)(=O)c3cccc4nsnc34)cc2c1
→ 4, -5, 4, -1, 5, 4, 0, 0, -1
- O=C(NNc1nc(-c2ccccc2)cs1)c1cccs1
→ -11, 2, 6, ., -14, -5, -4, -3, .
- C=CCN1C(C(=O)c2ccccc2)=C(OC(=O)COc2ccccc2)c2ccccc2S1(=O)=O
→ -6, 2, 0, 6, 8, 6, -1, 1, 0
- CCCN1Cc2cccc(C(N)=O)c2C1=O
→ 9, -5, 10, 8, 22, 6, 3, 0, 5
- Nc1cnn(Cc2ccc(F)cc2)c1
→ -6, 4, 16, 3, -5, -4, -2, -1, 0
- O=C(c1ccc2c(c1)C(=O)N(Cc1ccco1)C2O)N1CCOCC1 (stereo not drawn)
→ -7, 0, 11, 4, -2, 4, -4, 3, 6
- CCOC(=O)Cc1csc(NC(=O)CCCC(=O)O)n1
→ 3, 6, 3, ., -17, -5, 4, 3, .
- CC12CC(NC(=O)N1Cc1ccccc1)c1ccccc1O2 (stereo not drawn)
→ 2, -5, 2, 4, 15, -1, 2, 1, 1
- O=C(O)/C=C/C(=O)Nc1ccccc1-c1ccccc1NC(=O)/C=C/C(=O)O
→ 4, 4, 0, -6, 10, -1, 0, -2, -4
- O=S(=O)(Nc1ccc(Br)cc1)N1CCOCC1
→ -8, -2, 0, -2, 6, -4, 1, -4, 16
- Nn1c(Cc2cccc3ccccc23)nnc1SCc1ccccc1Cl
→ -3, -1, 1, -8, 6, -2, -5, -3, -2
- Cc1ccc(CN2CCN(Cc3ccco3)CC2)cc1
→ 0, -4, -4, 2, -6, 4, -1, 1, 1
- CCC(C)(C)NC(=O)C1CCN(c2nc(C)cc(C)n2)CC1
→ 2, -1, 2, -1, -9, -4, -2, 0, 13
- Cc1cc(C)nc(NC2=NCC(=O)N2c2ccc(F)c(Cl)c2)n1
→ 5, 6, 17, 0, -8, 24, 0, 1, 7
- CC1(OC(=O)c2ccco2)C(=O)C=C2C=C(c3ccc(C#N)cc3)OC=C2C1=O (stereo not drawn)
→ 7, -6, 9, ., 10, 21, -6, -5, .
- C[C@]12CCC(=O)C=C1CC[C@@H]1[C@@H]2[C@@H](O)C[C@@]2(C)[C@H]1CC[C@]2(O)C(=O)CO
→ 9, 0, 7&11, -9&7, 3, 2, 1, 3&-4, 3&-1
- O=S(=O)(NCc1cc(-c2ccc(Cl)cc2)no1)c1ccc(Cl)cc1
→ -6, -4, -87, 6, 10, -3, -6, -3, -2
- CCOc1ccc(OCC(=O)OCn2c(SC)nnc(C)c2=O)cc1
→ 1, 0, 7, -6, 2, 4, -1, 0, 5
- CC(=O)NCN1CCN(CNC(C)=O)CC1
→ -6, 7, 11, 6, -2, 6, 5, -2, 14
- Cc1ccc(C(=O)Nc2cccc(NC(=O)c3cccnc3)c2)cc1
→ -6, -3, 22, 0, -4, 5, -1, 5, 1
- Cc1ccc(C(=O)OCC(=O)N(CC(C)C)c2c(N)n(Cc3ccccc3)c(=O)[nH]c2=O)o1
→ 7, 2, -6, 4, 10, 17, 3, -1, 9
- Cc1cc(C)c2c(-n3cccc3)c(NC(=O)OCc3ccccc3)sc2n1
→ -5, -9, 5, -6, -3, -2, -3, -9, -7
- Cc1cc(N2C(=O)C(O)=C(C(=O)c3ccco3)C2c2ccc(Cl)cc2)no1 (stereo not drawn)
→ 0, 3, 0, 11, 15, -7, 1, -3, 5
- Cn1c(NC(=O)c2ccc(F)cc2)c(-c2cccs2)c(=O)c2ccccc21
→ 1, 0, -5, 1, 13, -11, -4, -1, 11
- Cc1ccc(Nc2nc3ccccc3c(=O)s2)cc1C
→ 10, 0, 4, -3, 8, 1, -5, 5, -7
- Cc1nnc2n(c1=O)N=C(c1ccc(Cl)cc1)CS2
→ 5, 4, 10, -3, -8, -1, 3, 12, 5
- CN(C)c1ccc(/C=C(\NC(=O)c2ccccc2)C(=O)NCCN2CCOCC2)cc1
→ 0, -4, -3, -8, -1, -3, -3, -6, 10
- Cc1cc(NC(=O)c2ccc(-c3ccccc3[N+](=O)[O-])o2)no1
→ ., ., 2, 5, ., ., ., -6, 8
- CN(CC(=O)Nc1ccc(Cl)cc1)C(=O)CNC(=O)c1cccs1
→ ., 5, -9, 6, 3, ., 6, 0, -2
- Brc1cccc(CNc2nc3ccccc3n2CCN2CCOCC2)c1
→ -4, -4, 35, -5, -8, -6, 0, 1, 3
- CN1CCN(NC(=O)/C=C/c2ccc(C(C)(C)C)cc2)CC1
→ -12, 4, 5, 5, -1, -3, -3, -3, -10
- COc1ccccc1NC(=O)c1oc2ccccc2c1NC(=O)c1ccco1
→ -8, -12, -2, -14, -5, -13, -2, -2, -10
- Cc1ccc(NC(=O)CNC(=O)CC23CC4CC(CC(C4)C2)C3)c(O)c1
→ 3, 7, 11, 11, -9, 4, 1, 4, 5
- CCOc1ccc(N2C(=O)/C(=C\c3ccccc3OC)S(=O)(=O)C2c2cccc([N+](=O)[O-])c2)cc1 (stereo not drawn)
→ 2, 6, -3, 3, -8, 0, 4, -4, -3
- O=C(NNC(=O)C1CCN(C(=O)Nc2ccccc2)CC1)c1ccc([N+](=O)[O-])cc1
→ ., 6, 11, 8, -1, ., 4, 0, -2
- CC1CC(C)CN(c2ccc(S(=O)(=O)N3CCOCC3)cc2)C1 (stereo not drawn)
→ -7, 9, 3, 14, 2, -2, 7, -1, -1
- COC(=O)c1cc2ccccn2c2c(C(=O)OC)c(C(=O)OC)cc1-2
→ 5, 3, 4, 11, 8, 3, 4, -2, 2
- COc1ccc(C)cc1N(C(=O)c1ccccc1F)c1nc2ccccc2s1
→ -11, -3, 4, -4, -14, 5, -6, 29*, 4
- CC(C)N(Cc1ccccc1)S(=O)(=O)c1cccs1
→ 3, -7, -4, 2, -6, 0, 1, 0, -4
- CN(C)CCCNC(=O)CC(c1ccc(F)cc1)c1ccco1 (stereo not drawn)
→ -13, 4, -1, 4, 6, 5, -1, -4, 7
- Cc1ccc(S(=O)(=O)NCCC(=O)Nc2ccc(C)c(Cl)c2)cc1C
→ 6, -7, -14, 1, -3, 1, -6, 0, 7

Carrying on:
Below each SMILES – EBNA-1 inh, LYPLA2 inh, PREPL inh, PAFAH2 inh, ZTA counter, GSTO1 inh, LYPLA1 inh, PAD4 FP inh, PAFAH1B3 FP inh
- COc1ccc(C(=O)CSc2nnn(-c3cccc(NC(C)=O)c3)n2)cc1
→ -2, -9, 8, ., -8, 15, -2, 1, .
- COc1ccc(NC(=O)C2CCCN2S(=O)(=O)c2ccc3c(c2)CCC(=O)N3)cc1Cl (stereo not drawn)
→ 8, -4, 11, -7, 14, -1, -1, -5, 2
- CCCCN(C(=O)c1ccc(S(=O)(=O)N2CCC(C)CC2)cc1)C1CCS(=O)(=O)C1 (stereo not drawn)
→ -26, -4, 10, -1, 2, 4, -1, -1, -2
- COc1cc(NC(=O)C2CCCCC2)c(OC)cc1NC(=O)c1ccccc1
→ 11, -1, 7, -9, 2, 1, 2, -6, 1

Some of these compounds in order of the PAFAH2 inh value, rising:
Structure | PAFAH2 inh
COc1cc(NC(=O)C2CCCCC2)c(OC)cc1NC(=O)c1ccccc1 | -9
COc1ccc(NC(=O)C2CCCN2S(=O)(=O)c2ccc3c(c2)CCC(=O)N3)cc1Cl (stereo not drawn) | -7
CCCCN(C(=O)c1ccc(S(=O)(=O)N2CCC(C)CC2)cc1)C1CCS(=O)(=O)C1 (stereo not drawn) | -1

Not all compounds are listed; rates above refer to the full screens.
